# Screening results: PubChem, several laboratories
# CCHF vOTU inh: CCHFV vOTU protease inhibitors, primary screen, biochemical, Pep-AMC substrate, fluorescence | actives 0.55% (n = 370,000) | AID 651958, 2012 | inhibition, % at 11.5 µM; in the data active means inhibition above about 30%; further: 0% = vehicle wells with enzyme and 100% = no enzyme wells
# SARS 3CLpro inh: SARS-CoV 3CLpro protease inhibitors, primary screen, biochemical, quenched FRET | Replicase polyprotein 1ab (Severe acute respiratory syndrome coronavirus), P0C6X7 | recombinant SARS-CoV 3CLpro, quenched FRET peptide cleavage | inhibition, % at 6 µM | actives 0.14% (n = 290,000); in the data active means inhibition above about 12%
# VHR inh abs: VHR1 phosphatase inhibitors, primary screen, biochemical, absorbance, uHTS; Dual specificity protein phosphatase 3 (Homo sapiens), P51452; inhibition, % at 13.3 µM; recombinant VHR phosphatase, pNPP absorbance; AID 1654, 2009; actives 0.52% (n = 290,000); in the data active means inhibition above about 50%; further: some compounds called inactive have numbers as strong as hits
# SSB-PriA inh: inhibitors of Klebsiella pneumoniae PriA binding to SSB C-terminal tail, primary screen, biochemical, AlphaScreen | AID 1272365, 2023 | PriA–SSB C-terminal tail interaction (Klebsiella pneumoniae) | actives 0.6% (n = 430,000) | AlphaScreen SSBct-PriA binding, biotinylated peptide | inhibition, % at 33 µM; in the data active means inhibition mostly above about 37%, no sharp cut-off; inactive means mostly below about 20%;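 further: plate controls were negative control peptide for no effect and reference peptide for full effect; strong numbers were not always called active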
# Anthrax LF prot: Bacillus anthracis LF protease inhibitors, primary screen, biochemical, multiplex microsphere, MLPCN library | inhibition, % at 10 µM | Lethal factor (Bacillus anthracis), P15917 | multiplex microsphere protease cleavage assay | actives 0.12% (n = 360,000); further: plate controls were buffer without enzyme for full effect and enzyme alone for no effect
# PfHsp40 rescue: rescue of yeast from PfHsp40 toxicity, primary screen, S. cerevisiae, ATP luminescence; S. cerevisiae expressing PfHsp40, growth rescue; growth rescue, % at 12.5 µM; actives 0.68% (n = 340,000); AID 504582, 2011; in the data active means growth rescue above about 28%, passing the limit was not always enough; inconclusive means no clear call, values can overlap the other calls;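 further: yeast W303a lacking pdr1 and pdr3 grown in galactose medium; growth measured after three days at 30 °C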
# Vc quorum ag: inducers of Vibrio cholerae quorum light production without autoinducers, primary screen, BH1578 luxS cqsA deficient, single point; actives 0.16% (n = 350,000); V. cholerae BH1578 lux reporter, luminescence, 6 h; activation, % at 18.7 µM; in the data active means activation mostly above about 9.7%, no sharp cut-off; inconclusive means no clear call, values can overlap the other calls; inactive means mostly below about 3.7%; further: not every result past the cut was called active; inactives centre near 0; reference of the scale not given here
# BoNT-A LC inh2: BoNT/A light chain protease inhibitors, primary screen, biochemical, flow cytometry, MLPCN library | Botulinum neurotoxin type A light chain protease (Clostridium botulinum A str. ATCC 3502) | multiplex microsphere protease substrate cleavage | actives 0.17% (n = 360,000) | inhibition, % at 10 µM | AID 588499, 2011; further: plate controls were buffer without enzyme for full effect and enzyme alone for no effect
# TcdB GH inh: TcdB glycohydrolase inhibitors, primary screen, biochemical, single point, plate reader; Toxin B (Clostridioides difficile), P18177; actives 0.24% (n = 350,000); inhibition, % at 9.99 µM; TcdB glycohydrolase enzymatic assay; in the data active means inhibition above about 10%
# Target sequence (P18177 whole entry, looked up): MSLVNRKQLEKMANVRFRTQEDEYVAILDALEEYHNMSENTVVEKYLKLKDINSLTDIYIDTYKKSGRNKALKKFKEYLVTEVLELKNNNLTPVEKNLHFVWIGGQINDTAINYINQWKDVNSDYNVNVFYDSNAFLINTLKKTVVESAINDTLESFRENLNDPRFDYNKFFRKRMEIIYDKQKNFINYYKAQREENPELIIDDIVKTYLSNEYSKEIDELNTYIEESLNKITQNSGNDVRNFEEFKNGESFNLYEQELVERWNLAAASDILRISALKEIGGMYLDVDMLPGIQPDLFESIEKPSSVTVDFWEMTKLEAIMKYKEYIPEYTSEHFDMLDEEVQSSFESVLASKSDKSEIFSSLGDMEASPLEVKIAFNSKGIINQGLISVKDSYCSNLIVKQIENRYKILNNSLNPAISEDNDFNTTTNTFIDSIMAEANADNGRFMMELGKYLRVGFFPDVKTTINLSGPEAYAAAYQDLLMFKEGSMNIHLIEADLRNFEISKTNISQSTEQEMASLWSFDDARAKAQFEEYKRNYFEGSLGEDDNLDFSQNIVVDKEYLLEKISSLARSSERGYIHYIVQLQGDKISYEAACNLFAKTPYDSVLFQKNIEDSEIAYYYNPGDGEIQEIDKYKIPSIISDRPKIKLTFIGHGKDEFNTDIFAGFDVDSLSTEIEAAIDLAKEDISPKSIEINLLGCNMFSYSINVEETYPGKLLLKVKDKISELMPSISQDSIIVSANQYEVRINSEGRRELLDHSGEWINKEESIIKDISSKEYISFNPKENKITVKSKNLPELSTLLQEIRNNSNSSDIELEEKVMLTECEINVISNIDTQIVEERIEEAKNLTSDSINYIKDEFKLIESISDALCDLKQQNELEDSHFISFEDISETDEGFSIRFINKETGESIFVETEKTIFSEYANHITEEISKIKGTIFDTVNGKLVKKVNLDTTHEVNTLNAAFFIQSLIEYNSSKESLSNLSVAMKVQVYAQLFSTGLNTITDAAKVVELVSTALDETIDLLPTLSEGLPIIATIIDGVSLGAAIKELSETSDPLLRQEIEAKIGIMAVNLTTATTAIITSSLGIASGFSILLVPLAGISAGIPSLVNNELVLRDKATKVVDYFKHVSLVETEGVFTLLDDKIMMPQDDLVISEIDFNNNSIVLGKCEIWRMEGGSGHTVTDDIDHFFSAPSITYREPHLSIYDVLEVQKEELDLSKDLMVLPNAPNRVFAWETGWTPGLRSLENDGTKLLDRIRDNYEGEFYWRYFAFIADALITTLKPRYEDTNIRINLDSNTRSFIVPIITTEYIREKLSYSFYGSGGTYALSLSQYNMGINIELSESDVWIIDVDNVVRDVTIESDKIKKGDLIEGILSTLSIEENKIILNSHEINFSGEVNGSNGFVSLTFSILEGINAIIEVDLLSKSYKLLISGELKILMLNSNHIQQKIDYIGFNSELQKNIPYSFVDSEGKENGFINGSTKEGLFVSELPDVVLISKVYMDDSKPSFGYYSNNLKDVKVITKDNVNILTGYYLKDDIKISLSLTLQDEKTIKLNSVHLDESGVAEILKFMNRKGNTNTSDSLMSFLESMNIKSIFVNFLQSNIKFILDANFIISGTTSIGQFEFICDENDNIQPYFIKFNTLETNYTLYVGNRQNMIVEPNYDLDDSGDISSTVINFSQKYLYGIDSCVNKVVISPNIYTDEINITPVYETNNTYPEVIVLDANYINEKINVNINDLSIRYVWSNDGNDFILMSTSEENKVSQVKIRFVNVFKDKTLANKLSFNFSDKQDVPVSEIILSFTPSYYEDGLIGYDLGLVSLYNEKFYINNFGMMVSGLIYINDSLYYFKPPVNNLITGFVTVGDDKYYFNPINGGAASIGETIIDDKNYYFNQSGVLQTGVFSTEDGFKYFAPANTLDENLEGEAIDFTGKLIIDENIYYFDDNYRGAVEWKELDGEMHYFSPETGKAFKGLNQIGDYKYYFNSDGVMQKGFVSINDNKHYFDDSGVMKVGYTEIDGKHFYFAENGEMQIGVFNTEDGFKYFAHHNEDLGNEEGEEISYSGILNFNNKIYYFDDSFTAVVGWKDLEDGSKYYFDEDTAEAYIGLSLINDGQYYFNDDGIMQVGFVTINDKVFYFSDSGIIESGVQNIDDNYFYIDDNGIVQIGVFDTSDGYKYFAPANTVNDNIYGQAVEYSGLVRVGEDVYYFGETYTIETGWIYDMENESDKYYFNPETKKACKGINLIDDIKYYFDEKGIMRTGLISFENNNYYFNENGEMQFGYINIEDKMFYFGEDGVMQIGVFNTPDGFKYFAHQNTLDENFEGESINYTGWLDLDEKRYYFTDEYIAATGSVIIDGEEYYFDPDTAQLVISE
# Yp Topo-I inh: Yersinia pestis topoisomerase I inhibitors, primary screen, biochemical, cleavage product accumulation, plate reader, single point; activity, % at 10 µM; AID 504884, 2011; actives 0.064% (n = 360,000); Y. pestis Topo-I cleavage product accumulation; in the data active means activity above about 50%, passing the limit was not always enough; inconclusive means no clear call, values can overlap the other calls; further: inactives centre near 2
# Active calls of the source: *; i = inactive; ? = inconclusive; · = no result given; & = joins results of further samples. Unless noted, no stated cut-off is given here; in the data, active means inhibition above about 30%; inconclusive means no clear call, values can overlap the other calls; inactive means below that. Only part of the results is shown; count on the stated rates, not on these rows.
SMILES,CCHF vOTU inh,SARS 3CLpro inh,VHR inh abs,SSB-PriA inh,Anthrax LF prot,PfHsp40 rescue,Vc quorum ag,BoNT-A LC inh2,TcdB GH inh,Yp Topo-I inh
COc1ccc(-c2oc3ncn(Cc4ccco4)c(=N)c3c2-c2ccc(OC)cc2)cc1,17.9,-5.7,20.2,11.0,-3.5,0.6,0.9,-0.2,·,15.7
CCn1ncc([N+](=O)[O-])c1C(=O)Nc1ccc(C(=O)N2CCCCC2)cc1,-15.4,1.3,-11.3,-8.3,-0.9,3.7,-0.2,-1.1,·,-2.3
CN(C)c1ccc(S(=O)(=O)NCC(=O)OCC(=O)c2ccc[nH]2)cc1[N+](=O)[O-],12.9,·,·,0.2,-0.9,-0.1,-7.1,0.0,0.9,4.8
COc1ccccc1NC(=O)CCc1nnc2ccc(NCc3ccco3)nn12,8.5,-4.8,9.7,-13.8,0.3,-0.3,-0.4,-0.5,1.3,4.1
COc1ccc(CCN2CC(C(=O)OCC(=O)NC(C)c3cccc(Cl)c3)CC2=O)cc1OC (stereo unspecified),6.1,·,·,-4.1,-4.9,0.8,i,-10.9,1.4,21.0
Cn1cc([N+](=O)[O-])c(C(=O)N/N=C\c2c[nH]c3ccccc23)n1,25.7,3.1,7.6,·,-2.0,0.5,0.4,0.1,1.6,-5.1
Cc1nc(CS(=O)(=O)c2ccc(Cl)cc2)cc(Sc2ccccc2Cl)n1,0.6,6.3,5.4,-17.2,-4.2,0.7,2.0,-0.5,·,22.6
Cc1cc(S(=O)(=O)N2CCCOC2CNC(=O)C(=O)NCc2cccs2)ccc1F (stereo unspecified),4.9,1.8,6.2,-19.5,-1.5,-1.7,i,0.3,1.3,6.2
COc1cnn(-c2ccccc2)c(=O)c1OC,3.3,0.3,13.1,6.7,·,-0.4,-1.0,·,0.5,-2.7
CN1C(=O)c2cccc3c(S(N)(=O)=O)ccc1c23,-39.8,-0.5,-19.7,-33.0,18.0,-1.9,-0.9,3.5,1.4,0.5
Cc1nc2ccc(NC(=S)NCCCO)cc2nc1C,-15.1,1.6,-14.5,5.1,-2.1,0.4,-0.3,2.5,-1.9,-6.5
COC(C(=O)Nc1ccc(C(N)=O)cc1)c1ccccc1 (stereo unspecified),-4.7,1.0,40.0,-6.0,-0.6,0.4,i,0.0,1.4,-0.7
COc1ccc(C2C(C(C)=O)=C(C)N=c3s/c(=C\c4ccc5c(c4)OCO5)c(=O)n32)c(OC)c1 (stereo unspecified),3.4,-5.0,·,·,7.0,0.3,-0.6,7.4,·,9.4
COC(=O)c1ccc(C(=O)OC)c(NC(=O)CN2CCN(c3ccccc3)CC2)c1,-4.0,1.4,8.2,-6.8,-4.1,1.9,-0.4,-1.4,0.8,-3.5
Cc1onc(C(=O)NC2CCCCC2)c1[N+](=O)[O-],·,-0.1,19.0,-9.8,-1.2,-0.3,i,0.0,·,0.0
COc1ccc(NC(=O)c2sc3ncnc(N4CCN(c5ccccn5)CC4)c3c2C)cc1Cl,11.4,7.8,14.0,-8.4,-8.6,-2.2,-0.3,-0.4,0.2,5.0
Cc1c(N(C)C(=O)C23CC4CC(CC(C4)C2)C3)c(=O)n(-c2ccccc2)n1C,3.2,-1.2,34.3,11.0,0.3,0.0,-3.4,-0.2,·,-12.5
COc1ccc(C(=O)CSc2nnc3n2CCCN3C(=O)Nc2ccccc2)cc1,-6.5,-2.1,39.2,-5.1,-8.1,·,i,-0.2,1.5,11.4
O=C(NCCc1ccccc1)C1Cc2c(-c3ccccc3)ccnc2O1 (stereo unspecified),-10.4,·,·,·,-6.5,·,-0.4,0.0,0.3,20.9
CN1C[C@H](CO)C[C@@H]2c3cccc4[nH]cc(c34)C[C@H]21,0.9,-1.3,44.8,-6.7,3.3,-0.1,0.8,-1.3,0.3,-9.9
O=C(Nc1ccc2ccccc2c1)c1cccc([N+](=O)[O-])c1,-17.7,2.3,·,5.9,8.1,0.2,-0.5,1.7,1.2,-13.4
Cc1cccc(C)c1OCC(=O)Nc1nnc(C2CCCO2)s1 (stereo unspecified),-3.8,2.6,4.2,3.4,-4.4,-1.1,i,0.1,·,0.9
O=C(Nc1ccccn1)c1cccnc1,13.4,-3.6,-5.6,-6.5,-2.3,1.2,1.6,0.6,·,1.1
CC1=NN(c2nc(-c3ccc(Cl)cc3)cs2)C(=O)C1,0.8,4.4,9.9,-3.8,-2.6,2.8,-0.2,-0.6,·,-13.5
O=[N+]([O-])c1c(NCc2ccco2)ccc2nonc12,9.8,3.8,12.5,-4.1,?,·,-0.3,-8.0,3.0,-1.1
Cc1cc(C)nc(Sc2ncnc3sc4c(c23)CCC4)n1,-21.2,1.4,11.8,-1.6,-2.4,-1.2,i,-0.1,·,-0.1
O=C(Nc1ccccc1Cl)N1CCN(c2ccc3nncn3n2)CC1,-8.6,-0.2,41.8,-1.8,0.9,0.1,·,0.3,0.5,-1.7
O=C(NCc1cccc(C(F)(F)F)c1)C1CC2Cn3c(nc4ccccc43)C2N1Cc1ccccc1 (stereo unspecified),21.2,·,·,-2.7,0.1,0.3,-9.1,0.1,-3.2,-3.7
O=C(CN(Cc1ccco1)C(=O)c1ccc(Cl)cc1)Nc1ccc(Cl)c(Cl)c1,-0.4,-5.8,-4.5,3.6,0.5,-0.9,-0.1,-0.8,·,1.7
O=C(O)/C(=C/c1ccco1)NC(=O)c1ccccc1,12.9,3.5,-4.5,-10.8,-0.2,-2.0,-0.6,-0.5,-0.1,3.3

# Fetched by structure from the entries so far (four):
SMILES,CCHF vOTU inh,SARS 3CLpro inh,VHR inh abs,SSB-PriA inh,Anthrax LF prot,PfHsp40 rescue,Vc quorum ag,BoNT-A LC inh2,TcdB GH inh,Yp Topo-I inh
O=C(NCc1cccc(C(F)(F)F)c1)C1CC2Cn3c(nc4ccccc43)C2N1Cc1ccccc1 (stereo unspecified),21.2,·,·,-2.7,0.1,0.3,-9.1,0.1,-3.2,-3.7
O=C(Nc1ccccn1)c1cccnc1,13.4,-3.6,-5.6,-6.5,-2.3,1.2,1.6,0.6,·,1.1
Cc1cccc(C)c1OCC(=O)Nc1nnc(C2CCCO2)s1 (stereo unspecified),-3.8,2.6,4.2,3.4,-4.4,-1.1,i,0.1,·,0.9
O=[N+]([O-])c1c(NCc2ccco2)ccc2nonc12,9.8,3.8,12.5,-4.1,?,·,-0.3,-8.0,3.0,-1.1

# Next compounds:
SMILES,CCHF vOTU inh,SARS 3CLpro inh,VHR inh abs,SSB-PriA inh,Anthrax LF prot,PfHsp40 rescue,Vc quorum ag,BoNT-A LC inh2,TcdB GH inh,Yp Topo-I inh
COCCCNc1ccn2nc(-c3ccc(OCCN4CCOCC4)cc3)cc2n1,-6.1,·,·,·,1.2,·,-1.3,0.1,0.6,6.3
COc1cc(CNc2ccc3[nH]c(=O)[nH]c3c2)ccc1OCc1ccccc1F,14.8,-0.5,3.6,22.4,·,2.3,-0.5,·,1.8,4.4
Cc1cc(NC(=O)CCCOc2ccc(Cl)cc2Cl)no1,2.4,3.5,20.7,-11.2,-2.2,0.2,i,0.0,·,-0.9
COc1ccc2c(c1OC)C(=O)OC2Nc1ccccn1 (stereo unspecified),-10.8,0.5,-2.1,-5.8,0.9,0.4,5.9,0.0,·,2.3
CC(C)(C)c1ccc(C(=O)N2CCCN(C(=O)c3ccc(C(C)(C)C)cc3)CC2)cc1,-6.4,1.3,-0.8,-17.6,-3.1,-0.6,-0.2,0.1,·,25.1
CCN(C(=O)Nc1ccccc1)c1ccccc1,-8.4,0.3,-8.4,-7.3,0.2,0.2,-1.1,-0.8,·,1.3
O=C1C2CCCN2C(=O)N1CCN1CCN(c2ccccc2)CC1 (stereo unspecified),-3.9,1.7,-4.4,-8.1,-3.6,-0.9,-0.2,-0.5,1.9,-3.0
O=C(OCC(O)C1OC(c2ccccc2)OC(COC(=O)c2ccccc2)C1O)c1ccccc1 (stereo unspecified),3.2,·,·,·,-8.2,·,·,0.1,-0.4,·
CN(C)C(N)=NCCC[C@H](N)C(=O)O,1.8,·,·,-3.5,1.9,-1.2,-0.3,-0.8,1.1,-13.7
CC(=O)Nc1ccc(S(=O)(=O)NN=CCCc2ccccc2)cc1,-5.3,·,·,-1.1,2.2,0.5,-1.0,0.4,-0.1,-1.0
O=C(OC(C(=O)NC1CCCC1)c1ccccc1F)c1ccco1 (stereo unspecified),6.2,-0.2,-33.3,-18.0,3.1,0.7,-0.2,0.6,·,3.5
O=C(/C=C/c1ccccc1)Nc1ccc2c(c1)C(=O)NC2=O,-4.6,-2.8,9.6,-3.0&-16.9,-1.1,-0.2,-0.4,-0.3,0.4,-4.4
O=C1C2(c3ccccc3)CN3CN(C2)CC1(c1ccccc1)C3,7.5,-0.6,-2.5,2.3,-0.7,-1.2,-0.4,0.3,0.3,2.9
Cc1[nH]c2ccccc2c1-c1csc(NC(=O)CSCC(=O)O)n1,3.4,1.9,8.7,6.1,-0.3,-0.1,0.7,-1.1,1.7,-3.8
Cc1ccc(S(=O)(=O)N(C)c2ccc(C(=O)NCC(c3ccccc3)N3CCCC3)cc2)cc1 (stereo unspecified),21.2,·,·,·,-3.6,·,i,-1.1,-7.1,6.1
COc1ccc(CN2CCCC(C(=O)N3CCCCC3)C2)cc1OC (stereo unspecified),5.5,-3.1,-10.0,-4.5,-2.0,-0.8,1.4,1.5,0.3,4.2
CC1Cc2ccccc2N1C(=O)CCS(=O)(=O)c1ccc2c(c1)NC(=O)CS2 (stereo unspecified),2.7,-5.3,-7.2,6.7,-4.4,-0.4,i,-3.7,-1.0,8.2
COC(=O)c1sccc1NC(=O)c1ccc(Br)s1,-16.2,-5.4,13.3,-25.4,2.5,-1.3,i,0.2,·,-12.6
O=C(NC(=S)NCc1ccccc1)c1ccccc1[N+](=O)[O-],-0.5,3.4,39.3,4.4,-3.5,0.5,-0.5,0.2,3.0,2.7
COc1c(C)cc(C(O)c2ncc(-c3ccc(C(F)(F)F)cc3)[nH]2)cc1C (stereo unspecified),15.9,·,·,·,-9.6,·,0.2,-0.5,1.9,-1.3
COc1ccccc1C(=O)NC(=O)COC(=O)c1cc[n+]([O-])cc1,-6.4,·,·,3.2,-6.8,-1.0,-0.7,-0.1,0.7,-5.3
COc1cc(-c2nnc(COC(=O)c3nn(CC(C)C)c(=O)c4ccccc34)o2)cc(OC)c1OC,-11.8,·,·,0.9,-1.8,1.4,-0.8,-1.3,2.4,10.6
CC1(C2CC2)NC(=O)N(CC(=O)Nc2ccc(C(F)(F)F)cc2)C1=O (stereo unspecified),7.8,·,·,-7.2,-2.5,-0.1,i,-1.1,-1.6,-1.9
CC(C)C(c1nnnn1Cc1ccccc1)N1CCN(Cc2ccco2)CC1 (stereo unspecified),6.3,-1.3,5.9,-3.9,-1.8,1.6,-7.2,-0.6,·,12.0
Cc1ccccc1-c1nc(CN2CCC(C(=O)O)CC2)c(C)o1,-4.3,-0.1,41.8,-19.9,-2.6,0.3,-0.3,-0.8,0.8,1.0
O=C(C(=O)N1CCN(c2cccc(Cl)c2)CC1)c1c[nH]c2ccccc12,8.6,5.8,19.9,8.0,-1.0,-0.2,i,-1.1,-1.9,4.7
